Bioassay records: PubChem BioAssay, several laboratories
hK5 inh = blocks human kallikrein 5 protease activity. recombinant hK5, fluorogenic AMC substrate cleavage. inhibition, % at 5 µM. 210,000 tested, 0.59% active. AID 873;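 active = inhibition of 40% or more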;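 note: 0% = enzyme controls without compound and 100% = no-enzyme blanks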
Target sequence (Q9Y337 67-293 limits assumed): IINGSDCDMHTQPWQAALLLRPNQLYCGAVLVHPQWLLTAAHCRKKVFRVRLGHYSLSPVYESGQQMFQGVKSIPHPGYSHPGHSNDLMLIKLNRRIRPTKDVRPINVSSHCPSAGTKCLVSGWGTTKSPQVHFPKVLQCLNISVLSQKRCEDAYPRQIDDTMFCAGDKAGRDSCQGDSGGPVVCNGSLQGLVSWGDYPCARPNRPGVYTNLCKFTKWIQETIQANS
FXIIa inh = blocks human coagulation factor XIIa protease activity. P00748. purified FXIIa, Boc-QGR-AMC fluorogenic substrate, 2 h. inhibition, % at 5 µM. 220,000 tested, 0.3% active; in the data active = inhibition above about 40%;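 note: 0% = enzyme with no compound and 100% = blank without enzyme; many of its hits are not listed in these tables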
Target sequence (P00748 20-372 limits assumed): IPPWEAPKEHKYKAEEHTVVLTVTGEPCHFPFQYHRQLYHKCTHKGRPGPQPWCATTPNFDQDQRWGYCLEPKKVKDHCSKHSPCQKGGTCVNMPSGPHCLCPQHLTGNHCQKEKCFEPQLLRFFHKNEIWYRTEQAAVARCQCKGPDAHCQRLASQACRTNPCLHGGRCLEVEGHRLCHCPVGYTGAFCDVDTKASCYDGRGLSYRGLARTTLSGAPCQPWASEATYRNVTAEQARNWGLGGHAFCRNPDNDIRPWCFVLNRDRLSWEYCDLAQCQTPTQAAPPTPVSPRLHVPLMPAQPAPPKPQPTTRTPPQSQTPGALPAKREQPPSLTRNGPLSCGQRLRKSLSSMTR
Target sequence (P00748 373-615 limits assumed): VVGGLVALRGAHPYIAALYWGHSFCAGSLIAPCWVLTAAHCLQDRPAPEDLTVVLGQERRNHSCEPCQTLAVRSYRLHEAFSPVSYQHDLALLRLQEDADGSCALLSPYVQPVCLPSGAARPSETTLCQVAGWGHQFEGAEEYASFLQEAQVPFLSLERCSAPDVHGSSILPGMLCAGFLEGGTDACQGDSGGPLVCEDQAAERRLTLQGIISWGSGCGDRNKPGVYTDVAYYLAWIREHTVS
m-calpain inh = blocks pig calpain II enzyme activity. purified calpain II, fluorogenic peptide substrate, 30 min. 220,000 tested, 0.37% active. AID 1236. inhibition, % at 16 µM;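 active = inhibition above about 50%, limit read from the data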
KCC2 mod = KCC2 (human) Cl- transport modulation | Q9H2X9 | KCC2 cells, thallium flux FluoZin-2 fluorescence | B-score of Tl+ flux slope (higher = more flux/activation; lower = inhibition) at 10 µM | 190,000 tested, 2.2% active;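 active = thallium flux slope and its plate-corrected score both differing from the plate sample mean at a set confidence after two filtering rounds, in either direction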;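 note: slope of fluorescence scaled to starting intensity during 10 to 20 s after thallium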
Rad51 HR inh = blocks human Rad51 in homologous recombination | hRad51 DNA strand exchange, fluorescence dequenching | inhibition, % at 10 µM | 200,000 tested, 0.085% active | AID 1385;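 active = inhibition above 40% at the single screening dose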;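 note: 0% = DMSO control wells and 100% = blanks with heterologous ssDNA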
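Assay system: Human Rad51 nucleoprotein filaments preassembled on unlabelled ssDNA | Reagent: Donor/quencher-labelled 47-bp dsDNA substrate | Doses: One concentration, 10 µM final | Times: 37 °C 15-min filament assembly, 30-min compound preincubation, 15-min exchange | Technique: Fluorescein emission 520 nm, excitation 485 nm | Benchmarks: Plate control and blank wells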
Thrombin inh = inhibitors of human thrombin | AID 1046 | alpha-thrombin, Boc-VPR-AMC fluorogenic substrate cleavage | 220,000 tested, 0.26% active | inhibition, % at 5 µM;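 active = inhibition at or above 40%; inactive = inhibition below 40%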;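 note: 0% = enzyme with no compound and 100% = wells without enzyme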
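Test system: human alpha-thrombin protein / Dosing: one concentration per compound, 5 µM, with 0.2% DMSO / Medium: pH 7.5 Tris-saline with Tween 20 / Benchmarks: no-compound enzyme wells and no-enzyme blanks / Read-out basis: percent inhibition of thrombin substrate cleavage / Timing: reaction at room temperature / Measured by: fluorescence, ex 355 nm, em 460 nm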
FXIa inh = blocks human coagulation factor XIa protease activity; P03951; purified FXIa, Boc-Glu-Ala-Arg-AMC fluorogenic substrate; inhibition, % at 5 µM; 220,000 tested, 0.14% active; AID 798;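 active = inhibition of at least 40%; inactive = inhibition below 40%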;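 note: fluorescence of freed AMC excited at 355 nm; 0% = enzyme without compound and 100% = no enzyme blank; many of its hits are not listed in these tables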
PERK inh = human PERK inhibition, primary cell-based screen. CHO PERK-DD fusion, SEAP luminescence translation reporter. inhibition, % at 5.6 µM. 220,000 tested, 0.17% active;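 active = inhibition above the mean inhibition of all tested compounds plus 3 SD, set separately per screening campaign, cut at about 2.9% in these data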;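 note: PERK kinase domain activated by AP20187 dimerizer at 100 nM; 0% = DMSO with dimerizer and 100% = rapamycin at 8.4 µM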
Furin inh = inhibitors of human furin; P09958; purified furin, fluorogenic substrate cleavage; inhibition, % at 30 µM; 220,000 tested, 0.061% active; AID 463115; in the data active = inhibition above about 25%; note: inactives centre near -15
The depositor's hits bear a star; x = no result given; [ ] = remark or other dose. The list is partial. The share of hits here may be higher or lower than overall.

SMILES	hK5 inh	FXIIa inh	m-calpain inh	KCC2 mod	Rad51 HR inh	Thrombin inh	FXIa inh	PERK inh	Furin inh
Cc1cc2c(cc1C)NC(c1ccccn1)C1=C(CC(C)(C)CC1=O)N2 (stereo not drawn)	-21.1	12.3	28.4	0.324	-5.1	-3.6	8.9	-0.8	1.7[20 µM]
CCCCNC(=O)c1cc(C)no1	-1.4	3.1	-25.6	0.755	14.2	-5.5	-3.1	1.1	-30.8
Cn1c(CSCCOc2ccccc2)n[nH]c1=S	53.4*	0.4	17.6	-2.82	-18.1	-5.0	-9.2	-0.2	-1.5
COc1cc(/C=C\C(=O)Nc2cc(=O)n(C)c(=O)n2C)cc(OC)c1OC	3.1	10.3	-1.6	0.245	1.4	14.6	6.8	-0.7	9.8
O=C(/C=C/c1ccco1)Nc1cccc(-c2nc3ccccc3[nH]2)c1	3.3	8.2	29.1	-0.807	x	1.7	3.0	-1.0	-8.9
CCOc1ccc(NS(=O)(=O)c2ccc(OCC(=O)NCCCOC)cc2)cc1	-17.8	27.2	-34.0	0.00794	2.6	-9.0	-0.3	0.0	-22.4[20 µM]
CCOC(=O)c1nnn2c1nc(N1CCN(c3ccccc3)CC1)c1ccccc12	-9.0	5.2	-12.4	-2.78	14.7	-2.3	3.9	0.1	-23.3
CCn1c(=O)c2c3c(sc2n2c(=S)[nH]nc12)CCC3	-8.6	11.1	15.4	0.353	1.5	-1.2	1.4	-0.1	-8.3[20 µM]
CCOc1ccccc1N(C(=O)Cn1nnnc1-c1ccc(C)o1)C(CC)C(=O)NC(C)(C)C (stereo not drawn)	-24.2	19.5	-10.8	-0.77	-3.6	3.8	8.4	-0.5	-16.4[20 µM]
Cc1ccc(-c2nn(-c3ccccn3)c(=O)c3ccccc23)cc1C	-5.3	6.9	18.4	-2	26.7	-5.4	1.8	1.9	-12.7
CCN(CC)S(=O)(=O)c1ccc(NC(=O)COC(=O)CNS(=O)(=O)/C=C/c2ccccc2)cc1	-14.8	1.1	10.6	-0.697	1.1	-5.2	-5.9	-0.2	-15.6
CCOC(=O)N1CCC(c2cc(=O)n3[nH]c(C)c(-c4ccc(F)cc4)c3n2)CC1	-59.1	1.3	-72.1	-1.41	x	-5.8	-7.3	0.3	-5.8
COc1cc(/C=N/NC(=O)c2nc(C)cc(C)n2)ccc1O	-9.4	6.7	34.2	-0.436	-4.0	-4.4	-3.7	-0.1	1.6[20 µM]
O=C(O)c1ccc(CNc2ccccc2C(=O)O)cc1	-13.1	13.1	-93.4	-0.116	2.0	0.3	-0.2	0.8	-18.6[20 µM]
O=C(CNS(=O)(=O)c1ccccc1)NCC(=O)OCc1ccc(Cl)cc1	5.0	10.9	5.1	-2.14	16.4	0.2	3.4	1.1	-13.0
CCOc1cc(/C=N/Nc2nc(-c3cccs3)c(NC(C)=O)s2)ccc1O	2.3	8.0	-31.9	0.051	x	-3.7	4.1	1.2	-0.6
O=C(Nc1ccccc1)OC1CCS(=O)(=O)C1 (stereo not drawn)	-12.6	-4.7	13.5	0.502	14.5	-5.6	-7.6	-0.1	-3.1
CCCc1cc(=O)[nH]c(SCC(=O)Nc2ccc(C)cc2)n1	-5.1	1.8	-6.4	-0.432	-0.7	-12.5	-6.2	1.3	-18.1
COc1ccc(CCNC(=O)CN(C)S(=O)(=O)c2ccc(Br)s2)cc1OC	-3.4	-2.1	12.9	-0.396	x	1.4	-4.6	-1.5	-3.2
CCS(=O)(=O)c1cc([N+](=O)[O-])c(Sc2ccccc2NC(C)=O)s1	5.2	16.3	-13.0	0.83	10.5	1.9	4.3	1.1	-18.8
CC(=O)NC(=S)Nc1cccc2c(C)cc(C)nc12	4.1	7.2	-3.2	0.0212	-0.8	-3.2	-4.6	1.1	-12.5
Cc1nc(SCC(=O)Nc2ccc(Cl)cc2[N+](=O)[O-])nc(C)c1C	-7.0	15.3	-2.8	x	4.5	2.2	5.5	-0.4	-17.6
COc1ccccc1NC(=S)NC(=O)c1ccc(-c2ccc(Cl)cc2)o1	16.8	9.9	-0.4	x	7.2	3.4	3.4	0.2	-3.1
CCN(CC(=O)N1CCN(c2ccccc2)CC1)S(=O)(=O)c1ccc(C)cc1	-5.9	15.1	5.5	-1	x	6.2	6.6	-0.2	-20.8
CCc1ccc(/C=C2\SC(=S)N(CCCC(=O)Nc3nccs3)C2=O)cc1	-3.4	14.9	-5.9	-0.419	-21.4	-4.9	7.4	1.0	-7.7
Cc1ccc(NC=C(S(=O)(=O)c2ccccc2)S(=O)(=O)c2ccccc2)cc1	0.7	8.9	5.8	1.14	-7.4	-0.8	10.7	0.4	-8.6
Cc1ccccc1CCN(C(=O)Cn1nnc2ccccc21)C(C(=O)NCC1CCCO1)c1nc2ccccc2n1C (stereo not drawn)	-10.5	2.9	45.7	0.0446	-0.8	-10.5	-10.1	0.7	-21.0
N/C(=N\OS(=O)(=O)c1cc(Cl)ccc1Cl)c1ccncc1	0.1	6.7	-16.0	x	-12.9	2.2	2.3	2.8	-20.2[20 µM]
CCc1ccc(NC(=O)COC(=O)/C=C/c2c(C)nn(C3CCS(=O)(=O)C3)c2Cl)cc1 (stereo not drawn)	-4.1	1.0	12.2	-0.276	5.7	8.6	-6.8	-0.6	-15.2
O=C(/C=C/c1cc([N+](=O)[O-])ccc1OC(F)F)NCc1ccc(Cl)cc1	-4.4	12.3	15.2	1.35	4.1	5.6	-3.4	-0.5	-12.0[20 µM]
O=c1[nH]c(=O)n(Cc2ccccc2)c2nc(-c3ccco3)cc(C(F)(F)F)c12	-140.8	3.8	-141.4	-0.679	-10.0	-4.3	-1.3	-1.3	-24.7
Cc1cc2c(cc(C(=O)N3CCC(C(=O)NC4CCCC4)CC3)n2Cc2c(F)cccc2Cl)o1	-2.6	7.1	-6.6	-0.932	2.0	-6.6	0.5	x	-26.3
CNC(=O)CSc1nnc(-c2ccccn2)n1Cc1ccco1	2.8	10.7	-20.8	0.741	4.3	3.6	5.4	1.1	-16.5
CC(=O)Nc1cccc(-n2nnc(SCC(=O)N(C)c3ccccc3)n2)c1	-4.5	6.7	-16.7	-0.947	12.8	-0.9	0.0	-1.7	-20.2
O=C(Nc1cccc(Cl)c1)Nc1ccc2c(c1)OCO2	-3.0	-19.5	32.4	0.436	-0.6	-4.5	-12.1	0.3	-17.9[20 µM]
O=C(Cn1cc(C(=O)C2CC2)c2ccccc21)NCC1CCCO1 (stereo not drawn)	-2.6	17.6	0.1	-0.978	1.8	0.6	-2.3	0.8	-17.4[20 µM]
CCOC(=O)C(C)n1cnc2c(nnn2-c2cccc(Cl)c2)c1=O (stereo not drawn)	-5.2	10.9	13.1	x	-1.1	-4.8	3.0	0.3	-35.7
CCC(C)NC(=O)/C=C/c1cccs1 (stereo not drawn)	-18.2	11.2	4.1	1.45	1.2	-9.2	3.7	1.2	-3.7
O=C(CCN1CCc2ccccc21)c1ccc2c(c1)OCCO2	-7.0	2.1	-6.4	-1.52	0.7	-5.5	-3.0	-1.6	-5.6[20 µM]
C=CCNC(=O)CCCOc1cc(C)ccc1C	-18.4	29.2	-6.1	x	3.6	3.2	17.7	-0.5	1.0[20 µM]

Whole records from above.
Record of `CCc1ccc(NC(=O)COC(=O)/C=C/c2c(C)nn(C3CCS(=O)(=O)C3)c2Cl)cc1` (stereo not drawn) : hK5 inh: -4.1; FXIIa inh: 1.0; m-calpain inh: 12.2; KCC2 mod: -0.276; Rad51 HR inh: 5.7; Thrombin inh: 8.6; FXIa inh: -6.8; PERK inh: -0.6; Furin inh: -15.2
Record of `CCOC(=O)C(C)n1cnc2c(nnn2-c2cccc(Cl)c2)c1=O` (stereo not drawn) : hK5 inh: -5.2; FXIIa inh: 10.9; m-calpain inh: 13.1; KCC2 mod: x; Rad51 HR inh: -1.1; Thrombin inh: -4.8; FXIa inh: 3.0; PERK inh: 0.3; Furin inh: -35.7

Other entries.
SMILES	hK5 inh	FXIIa inh	m-calpain inh	KCC2 mod	Rad51 HR inh	Thrombin inh	FXIa inh	PERK inh	Furin inh
Cc1ccc(C(C)C)c(OCc2n[nH]c(=S)o2)c1	-0.4	12.1	-36.2	28.1*	2.5	6.7	0.2	-0.1	-32.4
COc1ccccc1C(=O)N/C(=C/c1ccc(Br)cc1)C(=O)NCCO	-3.8	27.7	-5.8	-1.07	-9.1	1.7	-1.9	0.5	-28.3[20 µM]
Fc1ccccc1COc1ccc(Br)cc1CNCC1CCCO1 (stereo not drawn)	-18.1	-1.4	6.8	-0.107	2.5	-0.3	-1.9	-0.3	-29.7
c1cnn(-c2cncc(-n3cccn3)n2)c1	x	13.9	19.8	0.625	x	-1.6	0.0	1.2	-15.3
NC(=O)COC(=O)c1ccc(Cl)c(S(=O)(=O)N2CCN(c3ccc(F)cc3)CC2)c1	45.1*	23.6	7.7	1.19	1.8	19.8	32.7	-0.5	-2.1
CC(=O)N1c2ccccc2N(Cc2ccc(C)cc2C)C(=O)C1(C)C	-8.1	14.5	8.8	-0.0465	5.6	-4.8	2.9	x	-22.9
CCC1(C(=O)c2ccccc2)C2c3cc(Br)ccc3OC(=O)C21C(=O)N1CCOCC1 (stereo not drawn)	2.2	4.1	-24.0	0.681	-6.7	0.1	17.8	0.9	-3.0[20 µM]
CCc1nc(SCC(=O)N2CCC(C)CC2)c2c(=O)n(C)c(=O)n(C)c2n1	-10.7	4.3	-14.7	x	7.8	-10.2	-2.2	-0.4	-11.2
O=C(CCC(=O)c1ccc(F)cc1)Nc1cccnc1	-6.8	-2.2	28.5	0.518	-6.2	-4.1	-9.9	0.2	-16.5[20 µM]
O=c1nc2ccccc2c2n1CC(CN1CCN(c3ccccc3F)CC1)N2 (stereo not drawn)	-1.1	-19.3	4.6	x	-1.5	-6.1	-10.0	-0.6	-10.1
COc1ccc(NC(=O)c2cc(OC)c(OC)c(OC)c2)cc1S(=O)(=O)N1CCCCC1	2.3	4.7	-29.0	-0.922	-22.2	-5.7	-4.9	0.4	-17.1
O=C(Nc1cccc(Cl)c1)Nc1cccc(Cl)c1	-6.8	14.5	-12.1	1.41	7.6	0.8	6.8	-0.9	-17.8[20 µM]
COc1ccc2nc(NC(=O)CCNS(=O)(=O)c3ccc4c(c3)oc(=O)n4C)sc2c1	3.7	-3.2	7.6	x	x	-0.2	-12.2	-0.6	-14.9
O=C(O)c1n[nH]c2c1CCCC2	9.2	11.4	15.7	-0.0938	-11.2	0.7	4.7	0.9	-15.8
O=C(Nc1cccc2ccccc12)N1CCN(c2ccc(F)cc2)CC1	0.0	9.5	-33.5	-0.841	-4.1	-6.2	-4.8	0.4	-22.4
O=C(Nc1ccc(OC(F)(F)F)cc1)C1CC(c2ccc(F)cc2)=NO1 (stereo not drawn)	10.0	14.2	26.1	1.28	-10.1	-6.0	6.7	0.5	-7.7
O=C(NC(=S)Nc1cccc(Cl)c1N1CCOCC1)c1cccs1	-3.1	12.3	-20.4	3.47	24.7	4.3	-0.5	1.3	-25.0
COC(=O)CSc1nc(-c2ccccc2)nc2ccc(F)cc12	9.1	17.2	10.4	0.767	0.6	1.3	-12.5	0.3	-4.1
Cc1cc(NC(=O)CSc2ccccc2)no1	3.3	11.6	0.7	1.16	3.9	-3.2	-5.4	0.3	-21.0[20 µM]
Cc1ccc(-c2c(C#N)c(N)n(-c3ccccc3)c(=O)c2C#N)cc1	-20.2	9.5	25.5	0.0819	x	3.0	1.6	-0.2	6.2[20 µM]
